C8 TRAIL sens = viability loss with TRAIL in NB7+C8 cells, primary screen, TRAIL sensitizer project, cell-based, ATPlite luminescence. inhibition (viability loss, TRAIL sensitization), % at 10 µM. 360,000 compounds, 1% hits. AID 624354, 2012;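 active = compounds causing at least 50% loss of cell viability in the single-dose screen, relative to plate controls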
hiPSC survival = enhancers of single-cell hiPSC survival, primary screen, ATPlite luminescence | 360,000 compounds, 0.044% hits | 100% = ROCK inhibitor wells, 0% = DMSO | survival enhancement, % at 20 µM; in the data active = survival enhancement above about 18%;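 also: cells exposed to compounds for 16 hours before the ATP read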
CF NFkB block = inhibitors of PAF-induced NF-kB signaling, primary screen, cell-based, GFP fluorescence, uHTS. KKLEB NF-kB-GFP reporter, GFP fluorescence overnight. 360,000 compounds, 0.86% hits. inhibition, % at 5 µM. AID 588850, 2011;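 active = at least 50% inhibition at 5 µM, scaled per plate between neutral and stimulator controls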;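 also: PAF is a Pseudomonas aeruginosa culture filtrate used as stimulus; plate controls were PAF-stimulated DMSO wells for no effect and unstimulated DMSO wells for full effect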
TRPM1 prom inh = inhibitors of MITF-dependent TRPM1 promoter reporter, primary screen, cell-based, SK-MEL-5, single point, luciferase; SK-MEL-5 TRPM1 promoter luciferase, 24 h; inhibition, % at 12.5 µM; 330,000 compounds, 0.83% hits; AID 488899, 2010;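 active = mean inhibition across replicates of 60% or more, whatever share of single replicates reaches that level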; also: values of inactives mirror those of a sister screen read the other way
NR2E3 ag-1 = inhibitors of NR2E3-RetCOR corepressor binding, primary screen, NR2E3 agonist project, biochemical, TR-FRET, GST-NR2E3, biotin-RetCOR; Photoreceptor-specific nuclear receptor (Homo sapiens), Q9Y5X4; 1536-well; inhibition of corepressor binding, % at 4.78 µM; 320,000 compounds, 0.12% hits; AID 2300, 2010;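 active = percent inhibition above the cutoff of mean plus 3 SD of all tested compounds, set per screening campaign, cut at about 20% in these data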;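 also: 0% = DMSO wells and 100% = biotin wells as full block of FRET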
Target sequence (Q9Y5X4 whole entry, looked up): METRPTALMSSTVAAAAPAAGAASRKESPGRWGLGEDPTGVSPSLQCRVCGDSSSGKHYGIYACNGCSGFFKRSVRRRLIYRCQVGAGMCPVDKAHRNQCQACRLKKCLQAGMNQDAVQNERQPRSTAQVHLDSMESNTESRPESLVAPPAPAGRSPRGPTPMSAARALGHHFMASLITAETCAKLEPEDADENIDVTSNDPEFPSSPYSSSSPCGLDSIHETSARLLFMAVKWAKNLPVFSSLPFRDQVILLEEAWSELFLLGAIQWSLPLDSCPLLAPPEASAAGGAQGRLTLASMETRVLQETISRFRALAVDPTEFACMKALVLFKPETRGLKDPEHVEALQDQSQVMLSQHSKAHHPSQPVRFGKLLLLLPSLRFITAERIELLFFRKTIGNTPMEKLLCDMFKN
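Test system: GST-NR2E3 and biotin-RetCOR proteins | Quantity: 1.35 nM GST-tagged NR2E3 final | Medium: Tris pH 7.5 | Also added: 7 nM biotin-RetCOR | Dosing: Compound at 4.8 µM, single dose | Timing: 5 h at 4 °C | Detection: Time-resolved FRET | Read-out basis: Percent inhibition | Benchmarks: Biotin wells as high control, 0.6% DMSO wells as low control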
NR2E3 ag-2 = NR2E3 agonists in two-hybrid cells, primary screen, cell-based, luminescence, CHO-S, Gal4-NCOR/VP16-NR2E3; 360,000 compounds, 0.35% hits; AID 602229, 2012; inhibition of corepressor binding, % at 3.98 µM; luciferase;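 active = inhibition above the mean of all tested compounds plus 3 SD, cut at about 70% in these data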;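 also: 0% = DMSO with NR2E3 transfected cells and 100% = cells lacking NR2E3 construct; higher means lower luciferase signal from less NR2E3 corepressor binding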
EBV LMP1 NFkB = EBV LMP1-driven NF-kappaB luciferase reporter inhibitors, primary screen, cell-based, luminescence, single point. AID 504558, 2011. inhibition, % at 12.5 µM. LMP1-induced NF-kappaB luciferase reporter cells. 350,000 compounds, 0.69% hits; in the data active = inhibition above about 41%;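 also: 0% = neutral control wells and 100% = reference inhibitor control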
HIF-2a inh = HIF-2a reporter inhibitors, primary screen, luminescence, 786-0 RCC cells | 786-0 RCC cells HIF-2a reporter, luciferase luminescence, overnight | inhibition, % at 18.8 µM | AID 624352, 2012 | 360,000 compounds, 0.72% hits;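 active = inhibition of the luminescence signal of 40% or more relative to plate controls, in a single-dose primary screen at 18.75 µM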
Peg3 promoter = Peg3 promoter-driven luciferase inhibitors, primary screen, cell-based, HeLa, luciferase luminescence; HeLa PEG-Prom luciferase reporter, overnight; inhibition, % at 20 µM; 360,000 compounds, 1.7% hits;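 active = inhibition of at least 50% at 20 µM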
KKLEB tox = cytotoxicity in KKLEB CF airway cells, primary screen, cytotoxicity control for CF NF-kB inhibitor project, cell-based, uHTS, fluorescence assay plates | KKLEB CF airway cells viability, ATPlite luminescence, overnight; hits give low values; cells stimulated with P. aeruginosa culture filtrate | activity change (cytotoxicity), % at 5 µM | 360,000 compounds, 0.36% hits | AID 602141, 2011;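 active = corrected activity change at or below -50% at 5 µM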
Shn3 3UTR inh = reduction of Shn3 3'UTR firefly luciferase signal, primary screen, Schnurri-3 inhibitor project, cell-based, Clone20 osteoblasts, set 2; 360,000 compounds, 0.52% hits; inhibition, % at 12.5 µM; Clone20 osteoblast Shn3 3'UTR firefly luciferase, 24 h;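 active = mean inhibition of at least 75% with every replicate also reaching 75%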;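 also: 0% = median of neutral control wells and 100% = pilot-screen positive control compound; some compounds past the cut are filed as inactive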
An asterisk follows results filed as active; x = not tested or not shown. Only part of the results is shown; rates above refer to the full screens.

Sequence of screens – C8 TRAIL sens	hiPSC survival	CF NFkB block	TRPM1 prom inh	NR2E3 ag-1	NR2E3 ag-2	EBV LMP1 NFkB	HIF-2a inh	Peg3 promoter	KKLEB tox	Shn3 3UTR inh
1) COc1ccc(-n2c(/C=C3\C(=O)N(C)c4ccccc43)nc3ccccc3c2=O)cc1
  5	1.0	7	24	-3	-18	16	23	21	-5	-28
2) O=C(Nc1cccc(Oc2ccccc2)c1)C1Cc2c(-c3ccc4c(c3)OCO4)ccnc2O1 (configuration not stated)
  15	-3.0	-19	x	x	-2	x	3	18	-18	0
3) CCn1c(C(=O)Nc2ccsc2C(=O)OC)cc2sc(Cl)cc21
  9	-0.3	11	13	2	-11	4	8	-2	-11	-12
4) O=C(O)C1CCCCC1C(=O)Nc1ccc(Cl)cc1 (configuration not stated)
  -13	-1.2	9	-19	0	-27	-18	1	6	9	-11
5) CN(Cc1cnn(C)c1)C(=O)C1CCC(=O)N(Cc2cccc(C(F)(F)F)c2)C1 (configuration not stated)
  10	-0.5	26	-8	0	-2	-2	9	-3	7	3
6) O=S(=O)(NCC1OCCc2ccccc21)c1ccc(S(=O)(=O)N2CCOCC2)cc1 (configuration not stated)
  6	-2.7	7	4	-2	11	-7	-17	16	-12	15
7) O=C(COC(=O)c1ccccc1)Nc1cccc(S(=O)(=O)N2CCOCC2)c1
  2	-0.6	24	8	0	1	-1	14	-6	-7	-9
8) COc1cccc(C2c3cc4c(cc3OC(NNC(N)=O)C2C)OCO4)c1O (configuration not stated)
  -6	1.9	37	10	x	-30	-3	33	-28	-21	2
9) Cc1cc(C)nc(NS(=O)(=O)c2ccc(NC(=O)CSc3nc4ccccc4[nH]3)cc2)n1
  -4	-0.1	3	15	3	11	6	13	-2	-3	6
10) CCOc1ccccc1NC(=O)CCNS(=O)(=O)c1ccc2[nH]c(=O)oc2c1
  8	0.2	-4	8	-3	-7	-2	11	0	13	-17
11) O=C(CSc1ccc(-c2ccc(Br)cc2)nn1)NC1CCCC1
  1	-0.1	5	-4	5	7	6	-14	-4	-3	23
12) CCN1CCN(Cc2ccc(NC(=O)Nc3ccccc3Cl)cc2)CC1
  39	-1.0	-4	-54	1	-66	-3	-183	-243	-10	-44
13) c1ccc(N=Nc2ccc3cccccc2-3)cc1
  17	0.7	4	-21	0	-12	-87	-214	-326	2	-59
14) COc1cc(NC(=O)C(C)C)ccc1NC(=O)c1ccco1
  26	-1.7	4	-85	2	-62	-12	-203	-217	2	-88
15) COc1ccccc1N1C(=O)CC(Sc2nc(C)cc(C)n2)C1=O (configuration not stated)
  13	0.0	-1	3	3	-9	-11	-4	3	4	-6
16) COc1ccc(NC(=O)COC(=O)C2CCN(S(=O)(=O)c3cccs3)CC2)cc1
  3	-0.2	-11	-8	0	-5	-1	1	-1	-9	13
17) COc1ccc(CNCCC(c2ccc(OC(C)C)cc2)c2ccccc2OC)cc1OC (configuration not stated)
  10	-0.3	16	66*	0	3	11	14	87*	-8	82
18) Cc1ccc(S(=O)(=O)/C(C#N)=C/c2c(N3CCN(Cc4ccccc4)CC3)nc3ccccn3c2=O)cc1
  -2	-0.1	-3	17	-1	-17	-2	-8	-6	-10	0
19) Cc1ccc(S(=O)(=O)N2CCOCC2)cc1C(=O)N1CCN(S(=O)(=O)c2cccc(F)c2)CC1
  0	5.3	-8	6	4	-21	-3	13	-6	-13	7
20) CCOC(=O)c1c(NC(=O)COC(=O)CCOc2ccc(C)cc2)sc(C(=O)N(C)C)c1C
  14	0.0	16	0	1	-15	-4	4	10	-9	-2
21) Cc1ccc(-c2nc3ccc(Br)cn3c2Cc2cccc(Cl)c2)cc1
  17	-0.1	-7	x	x	-21	x	-197	-106	2	-26
22) CCCOc1ccc(N2C(=O)CC(N3CCN(c4ccc([N+](=O)[O-])cc4)CC3)C2=O)cc1 (configuration not stated)
  14	-0.6	-25	7	-2	0	5	12	4	-14	40
23) COc1ccc(NC(=O)C2CC2)cc1S(=O)(=O)N1CCOCC1
  14	0.2	7	-4	-3	-13	1	17	-1	-3	-18
24) CCOC(=O)c1c(C)c(C(=O)NC2CCCCCC2)c(C)n1C
  11	-2.1	8	-4	x	6	-1	-36	-52	-18	5
25) CCC1(c2ccccc2)NC(=O)N(CC(=O)Nc2nnc(C3CC3)s2)C1=O (configuration not stated)
  -16	-0.4	15	6	4	-1	-11	11	2	-19	-9
26) CC(C)(NO)/C(=N/O)c1cccs1
  -2	-3.0	4	9	-2	-13	5	2	10	-11	-1
27) COc1cc(/C=N/NC2=NS(=O)(=O)c3ccccc32)cc(OC)c1OC
  2	0.0	-5	-19	-4	-3	-3	15	13	2	-8
28) CC(=C/c1ccccc1)/C=N/NC(=O)c1cc(C)oc1C
  54*	-1.8	-14	-25	0	-78	-46	-186	-253	-22	-30
29) Cn1c(-c2ccc(Cl)nc2)nc2cc(Cl)ccc21
  -4	-0.2	-6	-30	2	-28	-4	-110	-45	3	9
30) CCOc1ccc(NC(=O)CC2SC(=O)N(c3ccccc3)C2=O)cc1 (configuration not stated)
  -5	-0.4	4	4	-1	-6	-6	-14	-11	6	-58

Retrieved by structure from the list above:
Sequence of screens – C8 TRAIL sens	hiPSC survival	CF NFkB block	TRPM1 prom inh	NR2E3 ag-1	NR2E3 ag-2	EBV LMP1 NFkB	HIF-2a inh	Peg3 promoter	KKLEB tox	Shn3 3UTR inh
2) O=C(Nc1cccc(Oc2ccccc2)c1)C1Cc2c(-c3ccc4c(c3)OCO4)ccnc2O1 (configuration not stated)
  15	-3.0	-19	x	x	-2	x	3	18	-18	0
15) COc1ccccc1N1C(=O)CC(Sc2nc(C)cc(C)n2)C1=O (configuration not stated)
  13	0.0	-1	3	3	-9	-11	-4	3	4	-6

Continuation.
Sequence of screens – C8 TRAIL sens	hiPSC survival	CF NFkB block	TRPM1 prom inh	NR2E3 ag-1	NR2E3 ag-2	EBV LMP1 NFkB	HIF-2a inh	Peg3 promoter	KKLEB tox	Shn3 3UTR inh
31) Cc1cccc(N(CC(=O)NC2CCCC2)C(=O)c2nsc(Cl)c2Cl)c1C
  -1	-2.0	-14	-1	-1	-1	6	8	12	6	21
32) Cc1ccc(C(=O)N/C(=C/c2ccccc2F)C(=O)NCCCn2ccnc2)cc1
  -7	0.6	-6	7	-1	-8	-4	17	4	2	-11
33) COc1ccc(CN2CCN(CC(=O)Nc3ccccc3C(=O)NC3CC3)CC2)cc1F
  6	-0.5	-31	-8	2	-22	6	0	5	3	-5
34) COC(=O)C1Cc2ccccc2CN1S(=O)(=O)c1ccc(C)cc1 (configuration not stated)
  -1	-0.6	7	13	2	-29	7	17	20	1	-12
35) Nc1nc(N)c2cc(Sc3cccc(C(F)(F)F)c3)ccc2n1
  73*	-3.2	38	x	x	15	1	27	107*	-18	84
36) S=c1[nH]c2cc(Cl)ccc2s1
  -22	-0.8	2	3	4	-14	-16	-32	0	0	-4
37) O=C(c1ccc2ccccc2c1)N1CCN(c2ccccn2)CC1
  -11	0.6	-10	1	3	-10	4	-6	0	12	-2
38) Cc1ccc2nc(N(CCN(C)C)C(=O)C3CCN(S(=O)(=O)c4cccs4)CC3)sc2c1
  -16	0.0	4	x	x	-7	0	-114	-73	-4	-3
39) O=C(COc1ccc2ccccc2c1)N1c2ccccc2Sc2ccccc21
  4	0.6	16	6	2	-6	7	6	20	5	-5
40) COc1ccc(C(=O)NC(=S)NNC(=O)c2ccc3ccccc3n2)cc1
  9	0.3	-22	10	3	-1	49*	8	46	-3	90*
41) COc1cccc(NC(=O)COC(=O)COc2cccc3c2OC(C)(C)C3)c1
  8	-0.4	-16	11	0	-2	-3	11	-2	10	23
42) COc1ccc(-c2nn(-c3ccccc3)cc2C(=O)NCCCn2ccnc2)cc1
  7	0.1	4	-4	1	-4	0	27	10	1	-7
43) Cc1nc(C)c(-c2csc(NCc3ccco3)n2)s1
  7	0.3	-14	-66	-4	-74	-4	-203	-158	4	33
44) CCc1cccc(NC(=O)c2ccc(Cn3nc(C)cc3C)o2)c1
  5	-1.1	15	-11	-4	0	14	-56	-23	-4	-11
45) COC(=O)c1ccccc1NC(=O)CCn1c(=O)oc2ccccc21
  -1	-0.4	-10	-9	3	-47	-4	-23	-27	6	1
46) O=C(NCc1ccccc1)C(c1cccs1)N(C(=O)c1csnn1)C1CC1 (configuration not stated)
  5	0.1	-8	7	2	-16	5	9	15	10	11
47) Cc1ccc2c(c1)cc(CN(Cc1ccco1)S(=O)(=O)c1ccccc1)c1nnnn12
  16	-1.8	3	-4	1	4	14	-8	-13	-14	51
48) Cc1ccc(NC(=O)CCC(=O)N2CCOc3ccccc32)c(Cl)c1
  -4	0.8	9	-12	1	-43	13	-23	10	-8	9
49) O=C(COC(=O)c1ccc(O)cc1)Nc1cc(S(=O)(=O)N2CCOCC2)ccc1Cl
  18	-0.4	3	5	3	18	1	12	20	-20	10
50) COCCCNC(=O)c1c(F)c(F)c(F)c(F)c1F
  -1	-0.3	-3	1	-4	-13	-1	15	-3	11	-22
51) CCOC(=O)c1nn(-c2ccccc2C)c(=O)c2c(N)scc12
  -11	-0.7	2	-3	-4	0	0	21	10	3	9

From PubChem BioAssay
